Compound activity: PubChem, several laboratories
DNA FID counter – displaces DNA intercalator in HCV helicase counter-screen. AID 1845. DNA fluorescent intercalator displacement, fluorescence. inhibition, % at 7.9 µM. 0.17% of 290,000 active; in the data active = inhibition above about 37%;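 also: 0% = vehicle and 100% = reference compound; higher means more ethidium bromide displaced from hairpin DNA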
HCV NS3 hel inh – inhibitors of Hepatitis C virus NS3 helicase; NS3 helicase DNA unwinding, Cy5 molecular beacon fluorescence; inhibition, % at 10.9 µM; 0.56% of 290,000 active; AID 1800;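 active = inhibition above the mean of all tested compounds plus 3 SD, set per campaign, cut at about 35% in these data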;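 also: 0% = DMSO wells and 100% = thioflavine S control wells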
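System: NS3 helicase fragment of HCV / Schedule: 1 h at 25 °C / Control set: DMSO alone as 0% and 110 µM thioflavine S as 100% / Reagent: Cy5/quencher beacon DNA duplex and ATP to start / Technique: Cy5 fluorescence / Replication: singlicate / Evaluation: % inhibition of end-to-start signal ratio versus controls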
CRFR2-BP antag – antagonists of CRF-binding protein/CRF-R2 receptor complex. HEK293 CRF-R2/CRF-BP, CRF-induced calcium fluorescence. inhibition, % at 11.8 µM. 0.59% of 350,000 active;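 active = inhibition of the ligand-induced calcium signal above about 50% at the single tested concentration, limit read from the data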
CRFBP-R2 agonist – CRF-BP/CRF-R2 complex agonism; activation, % at 13.2 µM; HEK293 CRF-R2/CRF-BP, calcium dye fluorescence (FLIPR); percent of saturating CRF peptide response; AID 588473; 0.46% of 350,000 active;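 active = activation of at least 50%, plus an integration ratio under a set limit after plate pattern correction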;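 also: plate controls were neutral control wells without compound for no effect and CRF at EC100 for full effect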
MEKK2mut PB1 HTS – signal of MEK5 binding to mutant human MEKK2 PB1 domain | percent response, % at 10 µM | AID 1530 | bead flow cytometry, Alexa488-MEK5 binding to MEKK2 mutant | 0.35% of 290,000 active; in the data active = percent response above about 24%, passing the limit was not always enough; also: inactives centre near 1; some results filed as inactive read as strong as hits
GalR3 antag – human GalR3 antagonism. HEK293 GalR3-CNG cAMP membrane potential fluorescence; galR3 body fused to GalR1 C-terminus. inhibition, % at 3 µM. 0.44% of 360,000 active. AID 651719;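 active = inhibition above the screen-wide average plus 3 SD, cut at about 13% in these data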;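 also: forskolin and galanin both at EC90 stimulate the cells; cAMP rise reported by CNG channel membrane potential dye signal; 0% = forskolin plus galanin with DMSO and 100% = forskolin alone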
MEKK3 PB1 HTS – modulators (inhibitors or enhancers) of MEK5 binding to human MEKK3 PB1 domain. binding response (% of control), % at 10 µM. bead-based flow cytometry, Alexa488-MEK5 binding to MEKK3; actives lie on both sides; 0 = blocked by unlabeled MEK5, 100 = vehicle. Q99759. AID 1529. 1.4% of 290,000 active;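 active = binding response more than 3 SD above or below the average of its plate-row segment, actives on both sides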;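 also: Alexa488 bead fluorescence after subtracting the streptavidin-only scavenger bead signal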
Target sequence (Q99759 whole entry, looked up, the tested form may be a part): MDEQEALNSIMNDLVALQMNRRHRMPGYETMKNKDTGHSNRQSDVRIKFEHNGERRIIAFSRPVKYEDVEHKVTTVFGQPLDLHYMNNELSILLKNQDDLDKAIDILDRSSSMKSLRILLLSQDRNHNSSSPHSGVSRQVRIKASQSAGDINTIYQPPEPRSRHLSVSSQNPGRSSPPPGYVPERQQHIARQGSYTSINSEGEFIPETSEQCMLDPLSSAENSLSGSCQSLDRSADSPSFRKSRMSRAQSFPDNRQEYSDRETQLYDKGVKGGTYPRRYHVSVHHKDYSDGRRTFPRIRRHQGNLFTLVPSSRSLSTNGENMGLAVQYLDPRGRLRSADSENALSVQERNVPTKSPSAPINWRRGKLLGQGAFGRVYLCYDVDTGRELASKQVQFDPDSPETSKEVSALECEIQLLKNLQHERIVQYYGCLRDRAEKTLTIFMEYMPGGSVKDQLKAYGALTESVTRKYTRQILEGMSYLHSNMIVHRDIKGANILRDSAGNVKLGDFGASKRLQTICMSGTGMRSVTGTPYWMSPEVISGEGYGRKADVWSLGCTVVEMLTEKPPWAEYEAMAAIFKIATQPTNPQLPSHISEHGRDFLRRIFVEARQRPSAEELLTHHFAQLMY
SUMO HTRF inh – blocks human SUMOylation mediated by UBC9; P63279; HTRF SUMOylation assay, SAE1/SAE2 + UBC9, in vitro; inhibition, % at 35 µM; 0.36% of 290,000 active; AID 2006; in the data active = inhibition above about 50%, passing the limit was not always enough; also: strong numbers were not always called active
Target sequence (P63279 whole entry, looked up): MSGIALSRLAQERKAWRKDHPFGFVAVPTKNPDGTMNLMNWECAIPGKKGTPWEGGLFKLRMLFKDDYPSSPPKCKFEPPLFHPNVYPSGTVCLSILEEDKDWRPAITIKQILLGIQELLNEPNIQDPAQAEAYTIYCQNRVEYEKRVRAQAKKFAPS
MEKK2 WT-MEK5 – raises or lowers MEK5 binding to wildtype human MEKK2 PB1 domain. Q9Y2U5. bead flow cytometry, Alexa488-MEK5 binding to MEKK2 WT; actives lie on both sides. binding response (% of control), % at 10 µM. 1.1% of 290,000 active. AID 1531; in the data active = binding response below about 67% or above about 130%
Starred values were filed as active, the others as inactive; x = no result given; & = joins results of further samples. These rows are one share of the data. The share of hits here may be higher or lower than overall.

SMILES	DNA FID counter	HCV NS3 hel inh	CRFR2-BP antag	CRFBP-R2 agonist	MEKK2mut PB1 HTS	GalR3 antag	MEKK3 PB1 HTS	SUMO HTRF inh	MEKK2 WT-MEK5
O=C(N/N=C/c1ccc2c(c1)OCO2)c1ccc2c(c1)OCCO2	-9	8	4	-2.5	0	-2	94	23	99
O=c1c(-c2ccccc2)c1-c1ccccc1	7	4	x	x	3&2	x	109&97	10	112&103
CCCCc1ccc(NC(=O)COc2ccc(C(=O)Nc3ccccc3C)cc2)cc1	0	-6	x	x	-2	x	98	3	99
O=S(=O)(NCc1ccc(F)cc1)c1ccc(-n2cnnn2)cc1	1	-3	-1	0.1	-1	-9	100	-10	99
O=C(Nc1ccccc1)C(O)C(O)C(=O)Nc1ccccc1 (centres undefined)	1	0	2	-1.1	5	-6	98	14	99
Cc1onc(-c2ccccc2)c1C(=O)NNC(=S)NC(=O)c1ccc2c(c1)OCO2	-11	4	-22	86*	-1	-1	104	-64	103
Oc1ccc(Nc2nc(-c3ccc(O)cc3)cs2)cc1	7	28	21	-2.1	6	-5	111	-12	105
CSC1=NCCN1S(=O)(=O)c1ccccc1	-8	-5	-1	-0.8	-9	-4	98	-5	91
Cc1ccc(Cc2c(C)nc3nc(SCC(=O)NCCN4CCOCC4)nn3c2C)cc1	2	2	24	-2.5	-3	0	101	23	99
Cc1ccc2cc(CCNC(=O)c3ccco3)c(=O)[nH]c2c1	-5	3	-10	-0.3	11	-12	109	16	98
Cc1cccc(NC(=S)N(CCN(C)C)Cc2cc3cc(C)ccc3[nH]c2=O)c1	21	-14	-14	0.4	2	-8	103	-4	102
COc1cccc(NC(=O)c2ccc3c(c2)OCO3)c1	-1	3	-2	-2.0	3	-8	111	12	106
C=C(CO)C1Cc2cc(C(C)=O)ccc2O1 (centres undefined)	x	x	5	0.0	5	-4	112	8	110
Cc1ccc(/C=N\NC(=O)CC(=O)NCCc2ccccc2)cc1	-18	3	-2	22	2	-7	104	-7	104
CCC(=O)NC(NC(=S)Nc1cccc2cccnc12)C(Cl)(Cl)Cl (centres undefined)	-4	-1	-9	0.3	2	0	91	15	98
O=C(CCSCCC(=O)N1CCCC1)N1CCCC1	-11	-2	-6	-1.0	-6	-2	95	-12	92
Cc1ccc(C(=O)C2CCN(CC(=O)NC3CCCC3)CC2)cc1	-9	2	25	-1.0	6	-8	101	15	105
CN1C2CCC1CC(NC(=O)c1cc(Cl)cc3[nH]cnc13)C2 (centres undefined)	2	13	1	0.6	4	-13	110	10	112
CCN1CCN(C(=O)c2cc3c(s2)-c2ccccc2S(=O)(=O)C3)CC1	-2	2	-4	0.8	-6	3	92	4	96
COc1ccc2c(c1)C(=O)N(c1ccccc1C)C(=O)C2(C)C	-18	8	23	-2.4	-22	-4	76	5	78
O=c1[nH]c(N/N=C\c2ccc3c(c2)OCO3)nc2ccccc12	-10	-16	-4	-1.5	-3	-5	99	17	98
c1ccc(SCCCCNC2CCCC2)cc1	8	8	-13	-0.8	15	-6	106	6	112
COc1cccc(CNC(=O)CCC2CCCN(c3cc(C)nc(N)n3)C2)c1 (centres undefined)	-9	5	-15	9.4	4	-9	114	13	121
Cc1ccc(N=C2NC(=O)/C(=C/c3cccn3C)S2)cc1	-19	-4	10	0.8	21	-4	124	10	111
NC(=O)c1c(NC(=O)c2ccccc2)sc2c1CCN(Cc1ccccc1)C2	5	-3	-182	178*	-3	x	102	8	101
Cc1csc2c(=O)[nH]cnc12	3	2	2	-0.7	-7	-1	101	-2	91
CC1c2cc3c(cc2CCN1S(=O)(=O)c1ccccc1)OCCCO3 (centres undefined)	-28	-7	1	-0.8	-4	0	101	-1	100
COc1cc(/C=N/N=C(N)N)ccc1OCc1ccccc1Cl	21	-33	-43	0.0	35	-2	117	-6	229*
O=c1c2cc(N3CCOCC3)ccc2[nH]c(=S)n1Cc1cccc(Cl)c1	3	7	-17	2.8	0	-5	104	18	94
Cc1cc(O)ccc1Nc1nc2ccccc2nc1Nc1ccc(O)cc1C	10	5	-10	7.2	-4	0	93	24	83
CC1Oc2ccccc2N(CC(=O)NCCN2CCOCC2)C1=O (centres undefined)	-5	12	-14	0.7	2	x	98	28	98
Cc1csc(NC(=O)c2cnc3ccccc3n2)n1	-3	20	2	-1.3	-1	-6	105	18	104
CC(=O)c1ccc(OCCCC(=O)N2CCN(S(=O)(=O)c3cccs3)CC2)cc1	-25	-13	7	2.2	0	-7	99	0	100
Cc1sc2ncnc(Sc3ccccc3C(=O)O)c2c1C	-8	-7	3	0.2	-1	-1	98	8	97
CCOc1cccc(/C=N/N2C(=O)CSC2=S)c1O	1	15	5	1.1	1	-3	103	-19	92
Cc1c(N2C(=O)C3C4C=CC(C4)C3C2=O)c(=O)n(-c2ccccc2)n1C (centres undefined)	1	9	2	0.5	-16	-4	72	14	80
CC1(C)CSC(=NCCc2ccccc2)N1	1	-10	-1	-0.1	-8	-8	97	-2	93
Cc1ccccc1C(=O)N1CCN(S(=O)(=O)c2ccccc2)CC1	-17	-4	-8	0.1	-3	0	100	-8	98
CCC1=C(C)CN(C(=O)NCCc2ccc(S(=O)(=O)NC(=O)NC3CCC(C)CC3)cc2)C1=O (centres undefined)	x	x	8	-0.3	4	x	109	x	105
O=C1Nc2ccccc2O/C1=C\c1c(F)cccc1Cl	-12	1	-5	-1.2	2	-9	103	28	101
O=C(Nc1ccc(F)cc1)c1cccc(C(=O)Nc2ccc(F)cc2)c1	-1	-9	8	-2.2	7	-11	106	5	112
O=C(NC(=S)Nc1cccnc1)c1ccccc1	-6	7	-9	-0.7	-5	-5	100	3	97
O=C(Nc1cc(S(=O)(=O)N2CCOCC2)ccc1Cl)c1cc(=O)c2ccccc2o1	-6	5	-10	-0.8	-4	-5	111	11	102
CC1CCN(C(=O)COC(=O)c2ccc(Br)o2)CC1	-5	-2	-9	-0.8	-4	-7	94	3	98
CC/C(C)=N/Nc1nc2sc3c(c2c(=O)[nH]1)CC(C)(C)OC3	-5	8	-5	6.3	x	0	x	10	x
CCOC(=O)c1[nH]cnc1N=Nc1c(O)ccc2ccccc12	-1	13	9	-0.7	2	-5	100	-44	99
COC(=O)c1nn(-c2nc(-c3ccc(OC)c(OC)c3)cc(C(F)(F)F)n2)cc1[N+](=O)[O-]	-4	9	-3	0.9	1	-1	99	14	98
CN(C)S(=O)(=O)Oc1ccc(C(=O)Nc2cccc(C(F)(F)F)c2)cc1	-3	-19	-12	1.9	-10	-3	57	-10	85
CCOc1cccc(CNc2ccc(O)cc2)c1OCc1ccccc1Cl	4	13	19	-0.5	-3	-5	92	25	93
O=C(NCC1CCCO1)c1ccc2c(=O)n(-c3ccccc3)c(=S)[nH]c2c1 (centres undefined)	1	-7	-22	0.3	-8	4	86	5	87

(further entries)
SMILES	DNA FID counter	HCV NS3 hel inh	CRFR2-BP antag	CRFBP-R2 agonist	MEKK2mut PB1 HTS	GalR3 antag	MEKK3 PB1 HTS	SUMO HTRF inh	MEKK2 WT-MEK5
CC(=O)Nc1cccc(C(=O)NCC2(N3CCCCC3)CCCCC2)c1	-2	5	-1	-1.9	3	-3	97	15	103
C/C(CC(C)C)=N/Nc1ccc([N+](=O)[O-])cc1[N+](=O)[O-]	7	5	2	2.6	6	4	104	-8	72
COc1cc(OC)c2ccc(=O)oc2c1C(CC(=O)N1CCOCC1)c1ccc(N(C)C)cc1 (centres undefined)	x	x	1	-1.5	-11	-3	88	13	91
O=c1cc(CSc2nc3ccccc3c(=O)[nH]2)c2ccc(O)cc2o1	-9	-2	11	23	5	-4	99	7	105
COc1ccc(OC)c(NC(=O)C2CCN(C(=O)c3cccs3)CC2)c1	-16	-3	-8	-1.0	1	-2	108	18	105
CCCCCC(=O)Nc1cccc2ccccc12	-4	1	5	-1.2	-5	-5	97	16	96
CN1CCN(c2ccccc2NC(=O)Cc2cn(C)c3ccccc23)CC1	12	-6	19	1.2	4	-1	109	15	113
N#Cc1nc(-c2ccco2)oc1N1CCN(Cc2ccccc2)CC1	-22	0	6	-0.7	7	-3	99	26	100
COC(=O)c1ccc(NC(=S)NC(=O)c2c(Cl)cnn2C)cc1	-14	-2	-8	0.3	13	0	103	12	120
O=c1oc2ccccc2cc1-c1csc(Nc2nc3ccc(F)cc3s2)n1	-3	1	x	x	-1	x	98	5	96
COCCN1C(=O)N[C@@H](c2cccc(F)c2)C(C(C)=O)=C1C	x	x	0	-2.0	2	-3	104	x	103
Cc1cc(C)n(-c2ccc(C(=O)Nc3cccnc3Cl)cc2)n1	-18	1	-5	-0.2	-6	-2	94	4	95
COc1ccc(/C=C(\C#N)C(=O)ONC2=NCCCCC2)cc1	-3	7	6	-0.5	-6	9	112	-8	102
Cc1cc(Cl)ccc1OC(C)C(=O)Nc1ccccc1N1CCOCC1 (centres undefined)	-6	-6	-146	110*	x	-7	x	-16	x
CCn1cc(CN(C)C(=O)/C=C/c2ccc([N+](=O)[O-])cc2)c(C)n1	0	-3	-10	-1.2	11	-7	101	6	111
CC(=O)C1=C(C)OC2(O)c3ccccc3C(=O)C12O (centres undefined)	-3	-3	-3	-0.6	6	-3	102	x	98
COc1ccccc1CNc1ccc2nnc(CCNC(=O)c3ccc(C)cc3)n2n1	-32	-8	3	-2.5	-5	-4	94	2	94
Cc1cc(NS(=O)(=O)c2ccc(Nc3nc(-c4ccc(C)c(C)c4)cs3)cc2)no1	-17	-12	-16	-1.6	2	-10	106	-14	96
O=C(CCn1c(=O)oc2ccccc21)NCCCN1CCCC1=O	2	10	-30	0.7	6	x	106	-10	113
O=C(NCC(=O)N(Cc1ccccc1)C(C(=O)NCC1CCCO1)c1ccccc1)c1cccs1 (centres undefined)	-27	8	-2	1.7	5	-2	104	-16	103
O=C(O)c1ccc(NCc2nc3ccccc3n2Cc2ccccc2)cc1	-39	17	-7	2.8	9	-1	105	0	104
Cc1csc(NC(=O)CS(=O)(=O)Cc2ccccc2)n1	-12	19	-5	-0.8	-2	-1	107	7	102
O=C1CC(c2ccc3c(c2)OCO3)CN1 (centres undefined)	-2	1	8	0.5	3	-4	105	4	107
CCOC(=O)C1(CCCc2ccccc2)CCN(C(=O)CSC)CC1	-34	2	5	-0.8	9	-6	107	0	107
Cn1nnnc1SCc1ccccc1[N+](=O)[O-]	4	7	3	-2.2	4	-3	105	7	108
NC12CC3CC(C1)CC(O)(C3)C2	-3	-4	-8	4.1	-8	1	81	-4	85
C/C(=N\NC(=O)OC(C)(C)C)c1cccc([N+](=O)[O-])c1	0	1	-2	0.1	18	-11	102	6	110

Given with two lines to a compound: two of the compounds above
Fields – DNA FID counter, HCV NS3 hel inh, CRFR2-BP antag, CRFBP-R2 agonist, MEKK2mut PB1 HTS, GalR3 antag, MEKK3 PB1 HTS, SUMO HTRF inh, MEKK2 WT-MEK5
CC(=O)Nc1cccc(C(=O)NCC2(N3CCCCC3)CCCCC2)c1
    -2, 5, -1, -1.9, 3, -3, 97, 15, 103
COc1ccc(OC)c(NC(=O)C2CCN(C(=O)c3cccs3)CC2)c1
    -16, -3, -8, -1.0, 1, -2, 108, 18, 105
